GPR7 antagonist = antagonists of human GPR7 (neuropeptides B/W receptor 1) | AID 1861 | P48145 | inhibition, % at 4.4 µM | GPR7-expressing cells, fluorescence antagonist assay | 290,000 tested, 1.1% active; in the data active = inhibition above about 16%, passing the limit was not always enough;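 note: cells stimulated with the agonist NPW; 0% = agonist with vehicle and 100% = vehicle without agonist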
VIM-2 inhibitor = inhibitors of Pseudomonas aeruginosa VIM-2 metallo-beta-lactamase | purified VIM-2, nitrocefin hydrolysis, epi-absorbance fluorescence | inhibition, % at 5.6 µM | 290,000 tested, 0.89% active | AID 1527;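 active = inhibition above the mean of all tested compounds plus 3 SD, cutoff set per screening run, cut at about 7.5% in these data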;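 note: red hydrolysis product quenches plate fluorescence so inhibitors raise well fluorescence; 0% = enzyme with DMSO and 100% = DMSO without enzyme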
IMP-1 inh = blocks Pseudomonas aeruginosa IMP-1 metallo-beta-lactamase | purified IMP-1, nitrocefin hydrolysis, epi-absorbance fluorescence | inhibition, % at 5.6 µM | 290,000 tested, 0.45% active | AID 1556;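 active = inhibition above the mean plus 3 SD of all compounds in the same screening run, cut at about 4.5% in these data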;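 note: 0% = IMP-1 with DMSO and 100% = DMSO wells lacking enzyme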
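System: purified recombinant IMP-1 beta-lactamase. Medium: Zinc- and detergent-supplemented HEPES buffer, pH 7.1. Compound: one 5.6 µM dose […]. Schedule: 15 min preincubation plus 25 min reaction at 25 °C. Technique: Epi-absorbance fluorescence, 480 nm excitation, 530 nm emission.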
IDE inh = inhibitors of human insulin-degrading enzyme in cells | HEK cells, FAbetaB cleavage, fluorescence polarization | 320,000 tested, 0.41% active | P14735 | inhibition, % at 5.59 µM;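 active = percent inhibition above the average of all tested compounds plus 3 SD, set per screening campaign, cut at about 16% in these data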;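 note: IDE supplied by intact live HEK cells; FP after avidin binding of uncleaved biotin substrate so inhibition keeps polarization high; 0% = DMSO wells and 100% = 60 µM reference IDE inhibitor Ii1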
M18AAP inhibitor = blocks P. falciparum M18 aspartyl aminopeptidase | inhibition, % at 7.35 µM | 290,000 tested, 1.2% active | recombinant PfM18AAP, H-Glu-NHMec fluorogenic cleavage;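 active = inhibition above the campaign mean inhibition over all tested compounds plus 3 SD, cut at about 28% in these data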;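 note: 0% = plate median of test compound wells and 100% = 2 mM ZnCl2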
IDE act = boosts human insulin-degrading enzyme activity in HEK cells | activation, % at 5.96 µM | P14735 | FAbeta-B cleavage, fluorescence polarization; 0% vehicle, 100% cell-free pure enzyme wells | 340,000 tested, 0.073% active;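 active = activation above the mean of all tested compounds plus 3 SD, set per screening campaign, cut at about 17% in these data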
NALP1 inh = blocks the NALP1 inflammasome reconstituted in yeast; S. cerevisiae NALP1/ASC/caspase-1 growth, X-gal OD620, 72 h; inhibition, % at 10 µM; 280,000 tested, 0.61% active; AID 2071; in the data active = inhibition mostly above about 24%, no sharp cut-off; inactive = mostly below about 32%; note: some compounds called inactive have numbers as strong as hits
PHOSPHO1 inh = PHOSPHO1 (human) inhibition; Q8TCT1; recombinant PHOSPHO1, absorbance phosphatase assay; inhibition, % at 13.3 µM; 290,000 tested, 1.1% active; AID 1565; in the data active = inhibition above about 60%
pCIP destab = compounds decreasing mouse p/CIP protein stability. Q05BA5. F442A p/CIP-EGFP cells, EGFP fluorescence, 16 h. decrease of EGFP signal, % at 10 µM. 290,000 tested, 0.01% active;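 active = EGFP signal decrease of at least 30% at 10 µM or well 3 SD below plate mean, unless failing retest; inactive = the rest, including hits failing retest or dose response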; note: some compounds called inactive have numbers as strong as hits; many of its hits are not listed in these tables
Target sequence (Q05BA5 1-1403): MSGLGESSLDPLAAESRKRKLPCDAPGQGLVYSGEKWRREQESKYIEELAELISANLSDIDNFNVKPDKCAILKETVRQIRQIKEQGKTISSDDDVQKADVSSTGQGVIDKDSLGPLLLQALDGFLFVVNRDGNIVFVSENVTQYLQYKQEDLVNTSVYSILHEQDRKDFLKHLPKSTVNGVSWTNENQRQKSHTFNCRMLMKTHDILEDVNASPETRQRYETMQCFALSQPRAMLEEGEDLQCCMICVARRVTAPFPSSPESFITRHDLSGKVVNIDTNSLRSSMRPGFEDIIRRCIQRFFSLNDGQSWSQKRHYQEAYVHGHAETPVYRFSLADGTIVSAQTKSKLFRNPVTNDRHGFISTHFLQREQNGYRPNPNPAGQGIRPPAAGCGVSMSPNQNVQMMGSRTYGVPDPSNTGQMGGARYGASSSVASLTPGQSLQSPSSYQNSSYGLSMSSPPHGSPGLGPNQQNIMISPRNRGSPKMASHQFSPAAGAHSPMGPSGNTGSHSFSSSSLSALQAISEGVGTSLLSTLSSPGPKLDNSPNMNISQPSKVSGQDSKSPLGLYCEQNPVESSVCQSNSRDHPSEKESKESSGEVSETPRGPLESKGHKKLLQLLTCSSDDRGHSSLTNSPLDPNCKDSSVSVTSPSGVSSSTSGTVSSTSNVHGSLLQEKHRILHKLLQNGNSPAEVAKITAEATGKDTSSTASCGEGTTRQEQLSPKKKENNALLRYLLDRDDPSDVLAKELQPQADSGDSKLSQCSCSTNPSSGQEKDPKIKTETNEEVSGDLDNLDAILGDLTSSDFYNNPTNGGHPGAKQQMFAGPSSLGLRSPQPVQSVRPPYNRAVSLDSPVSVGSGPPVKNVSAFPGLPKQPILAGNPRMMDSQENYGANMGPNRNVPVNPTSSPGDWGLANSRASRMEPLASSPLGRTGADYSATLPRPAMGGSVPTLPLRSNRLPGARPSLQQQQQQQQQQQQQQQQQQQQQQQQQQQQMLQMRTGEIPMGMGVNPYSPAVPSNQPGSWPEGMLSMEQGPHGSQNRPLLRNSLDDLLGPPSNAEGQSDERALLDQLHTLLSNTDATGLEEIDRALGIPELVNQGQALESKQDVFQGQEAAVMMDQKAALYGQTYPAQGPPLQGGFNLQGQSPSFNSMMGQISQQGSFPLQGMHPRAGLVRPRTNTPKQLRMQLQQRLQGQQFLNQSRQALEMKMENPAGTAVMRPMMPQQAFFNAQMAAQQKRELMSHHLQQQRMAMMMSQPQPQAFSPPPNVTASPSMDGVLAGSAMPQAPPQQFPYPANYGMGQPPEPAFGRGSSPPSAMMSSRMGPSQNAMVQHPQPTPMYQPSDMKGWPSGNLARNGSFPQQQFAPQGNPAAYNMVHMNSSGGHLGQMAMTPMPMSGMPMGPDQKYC
* = called active by the depositor; x = not tested or not shown.

The first 6 entries as a preview:
SMILES | GPR7 antagonist | VIM-2 inhibitor | IMP-1 inh | IDE inh | M18AAP inhibitor | IDE act | NALP1 inh | PHOSPHO1 inh | pCIP destab
Brc1ccc(/C=N/Nc2nncc(-c3ccccc3)n2)o1 | 6 | 2.5 | -0.6 | 7 | -7 | x | -13 | -23 | 4
Cc1cccc(C)c1NC(=O)C1(N(Cc2ccco2)C(=O)CC2NC(=O)NC2=O)CCCC1 (configuration not stated) | -3 | -2.0 | -1.2 | -3 | -9 | 4 | 1 | -2 | -11
Oc1sc(C=Nc2ccc(F)cc2)c2ccccc12 | -14 | 5.7 | 13* | 18* | 7 | -7 | 25 | 65* | -204
COc1ccc2c(c1)C1NC(=S)NC(C)(O2)C1C(=O)Nc1ccc(C)cc1C (configuration not stated) | -9 | -2.8 | -1.1 | 2 | -9 | -8 | 17 | -10 | 4
FC(F)(F)c1ccc2c(c1)NCC1CCCN21 (configuration not stated) | -8 | 1.0 | -12 | -1 | 15 | -2 | 3 | 15 | -17
CC1=CC(C)(C)NC(=S)N1c1cc(C)cc(C)c1 | -5 | -2.3 | -2.8 | 2 | -2 | 3 | 2 | -5 | 10

This part in full, previewed entries included:
SMILES | GPR7 antagonist | VIM-2 inhibitor | IMP-1 inh | IDE inh | M18AAP inhibitor | IDE act | NALP1 inh | PHOSPHO1 inh | pCIP destab
Brc1ccc(/C=N/Nc2nncc(-c3ccccc3)n2)o1 | 6 | 2.5 | -0.6 | 7 | -7 | x | -13 | -23 | 4
Cc1cccc(C)c1NC(=O)C1(N(Cc2ccco2)C(=O)CC2NC(=O)NC2=O)CCCC1 (configuration not stated) | -3 | -2.0 | -1.2 | -3 | -9 | 4 | 1 | -2 | -11
Oc1sc(C=Nc2ccc(F)cc2)c2ccccc12 | -14 | 5.7 | 13* | 18* | 7 | -7 | 25 | 65* | -204
COc1ccc2c(c1)C1NC(=S)NC(C)(O2)C1C(=O)Nc1ccc(C)cc1C (configuration not stated) | -9 | -2.8 | -1.1 | 2 | -9 | -8 | 17 | -10 | 4
FC(F)(F)c1ccc2c(c1)NCC1CCCN21 (configuration not stated) | -8 | 1.0 | -12 | -1 | 15 | -2 | 3 | 15 | -17
CC1=CC(C)(C)NC(=S)N1c1cc(C)cc(C)c1 | -5 | -2.3 | -2.8 | 2 | -2 | 3 | 2 | -5 | 10
CCN(CC)S(=O)(=O)c1ccc(/C=C/C(=O)Nc2ccc(N3CCOCC3)cc2)cc1 | -6 | -5.0 | -2.3 | -7 | 1 | -2 | -16 | 33 | -11
CC1CC(C)CN(C(=O)CNC(=O)c2ccc3ccccc3c2)C1 (configuration not stated) | -5 | 1.2 | -0.1 | 0 | -8 | -5 | 23 | 19 | -8
CN(C)c1ccc(C(=O)c2ccc(N(C)C)c3ccccc23)cc1 | 7 | -1.6 | -3.3 | -4 | 3 | 6 | 5 | -4 | -8
COc1ccccc1C(=O)OCc1nc(N)nc(Nc2ccccc2C)n1 | -5 | -2.2 | -1.0 | -1 | -2 | 5 | 10 | -3 | 16
O=C(CCSc1nc(-c2ccco2)cc(C(F)(F)F)n1)Nc1ccc2c(c1)OCO2 | -1 | -2.4 | -5.2 | 7 | -4 | 6 | -18 | 7 | 0
COc1ccc(S(=O)(=O)NCC2CCCN(C(=O)c3ccco3)C2)cc1 (configuration not stated) | 3 | -0.2 | -1.1 | -3 | -4 | -3 | -9 | 60 | -14
OC(C#CCN1CCCCC1)c1ccccc1 (configuration not stated) | -8 | -2.6 | -1.6 | -3 | -3 | 7 | -3 | 15 | 0
COCCCN1C(=O)C(=O)/C(=C(/O)c2ccc(C)cc2)C1/C=C/c1ccccc1 (configuration not stated) | -6 | -2.4 | -4.3 | -3 | 4 | 1 | -2 | 5 | 0
Cc1cc(N2CCN(c3ccccc3)CC2)nc(NCc2ccccc2)n1 | -9 | -0.5 | -1.3 | 0 | 18 | 4 | 7 | 26 | -9
c1ccc(-c2ccc(OCCCn3cncn3)cc2)cc1 | -7 | -2.5 | -3.1 | 2 | 1 | 1 | 22 | -10 | -12
CCN1CCN(CCNC(=O)c2ccc(/C=C3/Sc4ccccc4N(Cc4ccccc4C)C3=O)cc2)CC1 | 26* | -2.6 | -2.0 | x | 1 | 10 | 14 | -13 | 0
CC(=O)c1ccc(-c2nnc(CCC(=O)N3CCCC(C(=O)CC(C)C)C3)o2)s1 (configuration not stated) | 4 | 1.5 | 0.6 | 3 | -12 | 4 | 26 | 28 | -12
COc1cccc(C2=NO[C@@H]3C(=O)N(Cc4ccccc4)C(=O)[C@H]23)c1OC | 4 | -1.2 | -1.1 | 1 | -4 | -4 | 7 | 3 | -4
CCOC(=O)c1sc2ncn(/N=C/c3cccnc3)c(=O)c2c1C | 12 | -3.8 | 4.3 | 2 | -8 | -6 | 39 | 15 | -2
CC1C(=O)C(C)(C)C(=O)OC1c1ccc([N+](=O)[O-])cc1 (configuration not stated) | 16 | -1.4 | -3.7 | 5 | 2 | -3 | -3 | 44 | 18
CCn1c2c(c3cc(Cl)ccc31)CCCC2=O | -11 | 1.6 | -1.0 | -2 | -14 | 1 | 22 | -2 | -10
C=CCn1c(SCC(=O)NCCCO)nc2sc3c(c2c1=O)CCC3 | -12 | 0.3 | -1.9 | -2 | -2 | -1 | 20 | x | -11
Cc1cccc(C)c1OCC(=O)Nc1cccc(-c2nnc(-c3ccccc3)o2)c1 | -6 | -3.8 | -2.4 | -2 | 4 | -2 | -36 | 11 | -14
OCCC1CCCCN1CC(O)COCc1ccc(Cl)cc1 (configuration not stated) | 0 | -0.8 | -1.5 | 6 | 1 | 0 | 22 | 15 | -5
CC1CCN(c2ccc3nnc(CCC(=O)NCC(C)c4ccccc4)n3n2)CC1 (configuration not stated) | -4 | 0.4 | -3.6 | 2 | 7 | -2 | -3 | 27 | 14
COCCN(C(=O)CNC(=O)c1ccco1)C(C(=O)NC1CCCC1)c1ccc(OC)c(OC)c1 (configuration not stated) | 10 | -0.5 | -3.6 | -5 | -6 | -1 | -6 | 8 | -7
CCOC(=O)/C=C/C(=O)Nc1ccc(S(=O)(=O)N2CCCCCC2)cc1 | 9 | -5.0 | -2.2 | 7 | -7 | 2 | 3 | 16 | -4
CN(C(=O)c1cccc(NC(=O)c2ccco2)c1)c1ccccc1 | 12 | -1.7 | -4.7 | 6 | -4 | 0 | 8 | -2 | 3
O=C(Cn1c(SCC(=O)N2CCc3ccccc3C2)nc2ccccc21)NC1CCCC1 | -2 | -2.6 | -3.4 | -2 | 1 | 5 | 1 | 46 | -5
COc1ccc(N(C(=O)c2snc(C(N)=O)c2N)C(C(=O)NCc2ccc(F)cc2)c2ccc(O)cc2)cc1 (configuration not stated) | 4 | -0.2 | -2.1 | 2 | -1 | 0 | 22 | 11 | -12
CCOC(=O)/C=C/C(=O)OCC(=O)Nc1ccc(C)cc1 | -1 | -6.0 | -2.6 | 4 | 2 | x | -15 | -9 | -1
O=C(O)/C(=C\c1ccc(-c2ccc(F)cc2)o1)c1ccccc1 | 3 | -4.3 | -2.5 | x | -34 | 2 | -30 | 13 | -18
O=C(c1oc2ccccc2c1CSCc1ccccc1)N1CCN(c2ncccn2)CC1 | 10 | 0.1 | -3.1 | 0 | 2 | 7 | -17 | 7 | -1
CCc1ccc(CN2C(=O)c3ccccc3C2C(=O)NCC2CCCO2)cc1 (configuration not stated) | -3 | 0.4 | 0.0 | 1 | -2 | 10 | -2 | -10 | 5
Cc1cc(C)c(S(=O)(=O)N2CCOC2CNC(=O)C(=O)NCCCN2CCOCC2)c(C)c1 (configuration not stated) | 12 | -1.6 | -1.9 | 3 | -2 | 3 | 12 | 4 | 1
Cc1cn(CCOc2ccc(Cl)cc2)c(=O)[nH]c1=O | -3 | 0.0 | -2.7 | -4 | 1 | 2 | -15 | 20 | 7
CCOC(=O)c1sc(Nc2ccccc2Cl)nc1C | -20 | 1.1 | -2.8 | 4 | 7 | -1 | x | 32 | -7
COc1cc(CNCc2ccccn2)ccc1OCC(N)=O | 0 | 2.7 | -1.6 | 1 | -5 | 3 | 3 | -2 | -20
CC(NC(=O)C1CCC1)c1ccccc1 (configuration not stated) | -5 | -5.0 | -4.2 | 0 | 3 | 3 | -4 | 2 | -8
COCCN(C(=O)CN1CCc2ccccc2C1)c1c(N)n(Cc2ccccc2)c(=O)[nH]c1=O | -12 | -0.9 | -2.4 | -3 | -10 | -4 | 1 | 28 | -11
Cc1ccc(C(=O)NNC(=O)/C=C\C(=O)O)cc1 | -13 | -3.4 | -4.2 | -1 | 2 | 2 | x | 28 | -6
CCc1ccc(S(=O)(=O)NCc2cn3c(C)csc3n2)s1 | -13 | -3.3 | -3.5 | -6 | 0 | -9 | 16 | 30 | 7
Cc1cc(=O)[nH]c(SCC(=O)Nc2ccc(S(N)(=O)=O)cc2)n1 | -10 | -2.0 | -1.8 | 3 | 4 | 5 | 7 | -20 | 3
O=C(NCc1ccco1)C(c1ccco1)N(C(=O)Cn1nnc2ccccc21)c1ccc2c(c1)CCC2 (configuration not stated) | -3 | -4.4 | -1.9 | 8 | 3 | 2 | x | x | x
O=C(c1ccc(F)cc1)N1CCN(C2CC3CCC2C3)CC1 (configuration not stated) | -3 | -1.3 | -2.3 | 9 | 1 | 2 | 23 | 10 | 2
COc1ccc(Cl)cc1NC(=O)CN(C)CC(=O)Nc1ccc(S(N)(=O)=O)cc1 | 0 | 0.2 | -1.6 | -8 | 3 | 2 | 12 | 36 | -3
CCCCCc1ccc(-c2ccc(C(=O)O)cc2)nc1 | 4 | -1.7 | -1.1 | 1 | 5 | 4 | -84 | -42 | 4
CCN(CC)CCNC(=O)c1ccc(NC(=O)CC(NC(=O)c2ccccc2Cl)c2ccccc2)cc1 (configuration not stated) | -3 | -3.4 | -3.1 | 3 | -2 | -2 | -2 | 10 | 2
CC1CCCC(NC(=O)CSc2nnnn2C)C1C (configuration not stated) | -15 | 0.5 | -1.6 | 5 | -9 | -1 | 13 | 1 | -11
CCSc1nnc(NC(=O)CSc2ncccn2)s1 | -6 | -0.1 | -3.1 | 6 | -3 | 2 | 7 | 6 | -3
CC(C)C[C@@H](NC(=O)C1CCC(CNC(=O)[C@H](Cc2ccccc2)NC(=O)OC(C)(C)C)CC1)C(=O)O (some centres not stated) | 6 | -2.0 | -0.8 | x | -7 | 4 | -4 | 27 | -14
Cc1cc(C)c(S(=O)(=O)N2CCOC2CNC(=O)C(=O)NCCCN2CCCC2=O)c(C)c1 (configuration not stated) | -16 | -5.7 | -5.0 | 6 | -2 | -3 | 4 | 24 | -11
COC(=O)C(O)(CC(=O)Nc1ccc(OC(F)(F)F)cc1)C(F)(F)F (configuration not stated) | -5 | -1.1 | -3.6 | -1 | -9 | 0 | 8 | -2 | -3
Cc1cc(Nc2ccccc2)n(-c2ccc(C(=O)O)cc2)n1 | -6 | 0.9 | -2.1 | -2 | -15 | 5 | -1 | 27 | -12

Whole records, quoted from the list.
CC(C)C[C@@H](NC(=O)C1CCC(CNC(=O)[C@H](Cc2ccccc2)NC(=O)OC(C)(C)C)CC1)C(=O)O (some centres not stated) as listed: GPR7 antagonist = 6; VIM-2 inhibitor = -2.0; IMP-1 inh = -0.8; IDE inh = x; M18AAP inhibitor = -7; IDE act = 4; NALP1 inh = -4; PHOSPHO1 inh = 27; pCIP destab = -14
COc1ccc(Cl)cc1NC(=O)CN(C)CC(=O)Nc1ccc(S(N)(=O)=O)cc1 as listed: GPR7 antagonist = 0; VIM-2 inhibitor = 0.2; IMP-1 inh = -1.6; IDE inh = -8; M18AAP inhibitor = 3; IDE act = 2; NALP1 inh = 12; PHOSPHO1 inh = 36; pCIP destab = -3

Assay outcomes deposited in PubChem BioAssay by several laboratories.
